Rac1 GTP hydrolysis = MgcRacGAP GTPase-activating activity inhibitors, confirmation, biochemical, ADP Hunter fluorescence. 0.6% of 340,000 active. one-dose inhibition, % at 30 µM; IC50 in µM for titrated hits. MgcRacGAP-stimulated Rac1 GTP hydrolysis, ADP Hunter fluorescence; higher % means a stronger effect; GST-tagged Rac1 F28L mutant substrate. AID 624330, 2012;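 active means first-screen hits whose inhibition reached a set limit at any dose in the follow-up dose series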;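 further: fluorescence reports GDP produced by GAP-driven GTP hydrolysis; strong numbers were not always called active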
KOR beta-arrestin-1 = KOR antagonists, beta-arrestin recruitment, cell-based, luminescence, uHTS (AID 1778) | 0.091% of 290,000 active | inhibition, % at 10 µM; hits with a dose series show IC50 in µM | Kappa-type opioid receptor (Homo sapiens) | KOR beta-arrestin recruitment, luminescence, antagonist mode; higher % means a stronger effect; further: strong numbers were not always called active
HIV peptide binding = inhibitors of HIV fusion peptide binding, primary screen, biochemical, uHTS, fluorescence dequenching (AID 1986). one-dose inhibition, % at 20 µM; IC50 in µM for titrated hits. 0.3% of 290,000 active. cell-free peptide binding, fluorescence dequenching, 30 min; higher % means a stronger effect; in the data active means inhibition mostly above about 52%, no sharp cut-off; inactive means mostly below about 76%; further: some results filed as inactive read as strong as hits
NOD1 inhibition = NOD1 signaling inhibitors, primary screen, cell-based, luminescence, uHTS (AID 1578); NOD1-driven NF-kB luciferase reporter cells, luminescence; higher % means a stronger effect; inhibition, % at 4 µM, or EC50 in µM where a hit was titrated; 1% of 290,000 active; in the data active means inhibition mostly above about 36%, no sharp cut-off; inactive means mostly below about 34%;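 further: HEK-293T reporter cells stimulated with the NOD1 agonist gamma-tri-DAP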
GPR55 antagonists = GPR55 antagonists blocking LPI-driven arrestin recruitment, primary screen, imaging, U2OS, beta-arrestin-GFP, LPI agonist (AID 2013); G-protein coupled receptor 55 (Homo sapiens); U2OS GPR55 beta-arrestin-GFP translocation imaging, LPI antagonism; higher % means a stronger effect; inhibition, % at 10 µM, or IC50 in µM where a hit was titrated; 0.13% of 290,000 active;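 active means spots per cell inhibited over 60%, with over 100 cells counted and total cytoplasm intensity under 500,000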;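 further: U2OS cells stably carrying GPR55 and arrestin-GFP stimulated by 5 µM LPI near EC80; imaged beta-arrestin-GFP aggregate spots per cell after agonist stimulation; plate controls were LPI-stimulated DMSO wells for no effect and DMSO wells without LPI for full effect; some results filed as inactive read as strong as hits; confirmed hits need IC50 under 10 µM and bright autofluorescent wells are also inconclusive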
GPR55 beta-arrestin = GPR55 agonists via beta-arrestin recruitment, primary screen, imaging, U2OS cells, beta-arrestin-GFP redistribution (AID 1961). G-protein coupled receptor 55 (Homo sapiens). U2OS GPR55 beta-arrestin-GFP redistribution imaging; higher % means a stronger effect. one-dose activation, % at 10 µM; EC50 in µM for titrated hits. 0.048% of 290,000 active;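 active means activation above 40% with more than 50 cells counted in the well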;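 further: U2OS osteosarcoma cells stably expressing GPR55 and beta-arrestin-GFP; plate controls were DMSO negative control for no effect and LPI positive control for full effect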
Large T inhibition = SV40 large T antigen inhibitors, biochemical (AID 1903) | SV40 large T antigen ATPase/helicase inhibition assay; higher % means a stronger effect | inhibition, % at 20 µM; hits with a dose series show IC50 in µM | 0.39% of 310,000 active; in the data active means a potency from the dose series; further: strong numbers were not always called active
HEK293 NOD2/NF-kB = NOD2 signaling inhibitors, cell-based, luminescence, uHTS, HEK293 (AID 1566) | HEK293 NOD2/NF-kB luciferase reporter, luminescence; higher % means a stronger effect | one-dose inhibition, % at 4 µM; EC50 in µM for titrated hits | 0.63% of 290,000 active; further: many of its hits are not listed in these tables
KOR beta-arrestin-2 = KOR agonists, beta-arrestin recruitment, primary screen, cell-based, luminescence, uHTS (AID 1777); KOR beta-arrestin recruitment, luminescence; higher % means a stronger effect; Kappa-type opioid receptor (Homo sapiens); 0.02% of 280,000 active; activation, % at 10 µM, or EC50 in µM where a hit was titrated; in the data active means activation above about 50%, passing the limit was not always enough; further: a part of the inactive calls stands beside numbers as strong as those of hits
Active calls of the source: *; [ ] = another dose, or the depositor's remark. Unless noted, no stated cut-off is given here; in the data, active means inhibition above about 50%; inactive means the rest. Not all compounds are listed. The share of hits here may be higher or lower than overall.

`COc1ccccc1OCCC(=O)OCC(=O)Nc1ccc(S(=O)(=O)N2CCOCC2)cc1` gave Rac1 GTP hydrolysis -8%, KOR beta-arrestin-1 -3%, HIV peptide binding 1.1%, NOD1 inhibition -11%, GPR55 antagonists 10%, GPR55 beta-arrestin 0.0%, Large T inhibition 10%, HEK293 NOD2/NF-kB 10% and KOR beta-arrestin-2 -5.7%.
`COc1cccc(CC2(CO)CCN(CC3=CC[C@H]4C[C@@H]3C4(C)C)CC2)c1` gave Rac1 GTP hydrolysis 8%, KOR beta-arrestin-1 9%[20 µM], HIV peptide binding -0.7%, NOD1 inhibition -34%, GPR55 antagonists 8%, GPR55 beta-arrestin 0.2%, Large T inhibition 1% and HEK293 NOD2/NF-kB -8%.
For CCn1c(SCC(=O)Nc2cccc(C)c2)nc2nc3c(cc2c1=O)COC(C)(C)C3 the results were Rac1 GTP hydrolysis 12%, KOR beta-arrestin-1 22%, HIV peptide binding -1.2%, NOD1 inhibition -4%, GPR55 antagonists 4%, GPR55 beta-arrestin -0.1%, Large T inhibition 11%, HEK293 NOD2/NF-kB 29% and KOR beta-arrestin-2 3.7%.
`CC(=O)N1CCc2cc(Br)cc(S(=O)(=O)NCc3ccccn3)c21` gave Rac1 GTP hydrolysis 4%, KOR beta-arrestin-1 31%, HIV peptide binding -1.7%, NOD1 inhibition 6%, GPR55 antagonists 53%, GPR55 beta-arrestin -0.1%, Large T inhibition -2%, HEK293 NOD2/NF-kB 3% and KOR beta-arrestin-2 -6.3%.
Screening Cc1ccc(NC(=O)Nc2ccccc2C#N)c(Cl)c1 returned Rac1 GTP hydrolysis -1%, KOR beta-arrestin-1 -10%, HIV peptide binding -0.2%, NOD1 inhibition 2%, GPR55 antagonists -2%, GPR55 beta-arrestin -0.1%, Large T inhibition -4%, HEK293 NOD2/NF-kB 14% and KOR beta-arrestin-2 2.6%.
Screening C=CCOC(=O)C1=C[C@H](C2CCCCC2)[C@@H](CCCO)[C@H](OCC)O1 returned Rac1 GTP hydrolysis 6%, KOR beta-arrestin-1 -19%, HIV peptide binding 0.7%, NOD1 inhibition -6%, GPR55 antagonists 1%, GPR55 beta-arrestin -0.2%, Large T inhibition 2%, HEK293 NOD2/NF-kB -4% and KOR beta-arrestin-2 -1.2%.
Screening O=C(CC1C(=O)NCCN1Cc1cccc(C(F)(F)F)c1)NCCc1cnccn1 (configuration not stated) returned Rac1 GTP hydrolysis 4%, KOR beta-arrestin-1 8%, HIV peptide binding 4.3%, NOD1 inhibition -36%, GPR55 antagonists 15%, GPR55 beta-arrestin -0.1%, Large T inhibition 3%, HEK293 NOD2/NF-kB 4% and KOR beta-arrestin-2 11%.
Screening Cc1cc(C)nc(SC2CC(=O)N(c3ccc(Br)cc3)C2=O)n1 (configuration not stated) returned Rac1 GTP hydrolysis 5%, KOR beta-arrestin-1 6%, HIV peptide binding -0.7%, NOD1 inhibition -5%, GPR55 antagonists -11%, GPR55 beta-arrestin -0.2%, Large T inhibition 5%, HEK293 NOD2/NF-kB -1% and KOR beta-arrestin-2 -4.2%.
`CCOC(=O)c1c(C)[nH]c(C)c1S(=O)(=O)NC(CC)CN1CCOCC1` (configuration not stated) gave Rac1 GTP hydrolysis 12%, KOR beta-arrestin-1 -39%, HIV peptide binding 1.9%, NOD1 inhibition 2%, GPR55 antagonists 1%, GPR55 beta-arrestin 0.2%, Large T inhibition 4%, HEK293 NOD2/NF-kB 2% and KOR beta-arrestin-2 1.8%.
For O=C(N/N=C/c1ccco1)c1cc(-c2ccc3ccccc3c2)n[nH]1 the results were Rac1 GTP hydrolysis 6%, KOR beta-arrestin-1 -129%, HIV peptide binding -1.0%, NOD1 inhibition 1%, GPR55 antagonists 10%, GPR55 beta-arrestin -0.1%, Large T inhibition 23%, HEK293 NOD2/NF-kB 13% and KOR beta-arrestin-2 5.4%.
Screening CC(C)(C)C(=O)N1CCN(c2ncccc2C(F)(F)F)CC1 returned Rac1 GTP hydrolysis 4%, KOR beta-arrestin-1 30%, HIV peptide binding -0.1%, NOD1 inhibition -2%, GPR55 antagonists -21%, GPR55 beta-arrestin 0.1%, Large T inhibition 7%, HEK293 NOD2/NF-kB 4% and KOR beta-arrestin-2 -3.1%.
For O=C1CSc2ccc(C(=O)N3CCN(c4ccccn4)CC3)cc2N1 the results were Rac1 GTP hydrolysis 18%, KOR beta-arrestin-1 20%, HIV peptide binding 2.6%, NOD1 inhibition 0%, GPR55 antagonists 12%, GPR55 beta-arrestin 0.0%, Large T inhibition 11%, HEK293 NOD2/NF-kB 11% and KOR beta-arrestin-2 0.2%.
O=C(Nc1ccccc1N1CCOCC1)c1cccs1 was read as Rac1 GTP hydrolysis 6%, KOR beta-arrestin-1 -52%, HIV peptide binding 1.4%, NOD1 inhibition -19%, GPR55 antagonists 4%, GPR55 beta-arrestin -0.1%, Large T inhibition 14%, HEK293 NOD2/NF-kB 16% and KOR beta-arrestin-2 0.4%.
`Cc1cccc(NC(=O)[C@H](Cc2ccccc2)NC(=O)OCc2ccccc2)c1` gave Rac1 GTP hydrolysis 1%, KOR beta-arrestin-1 -6%, HIV peptide binding -2.1%, NOD1 inhibition 18%, GPR55 antagonists 13%, GPR55 beta-arrestin -0.3%, Large T inhibition -2%, HEK293 NOD2/NF-kB 3% and KOR beta-arrestin-2 14%.
For O=C(CCn1cnc2ncccc2c1=O)N1CCN(c2cccc(Cl)c2)CC1 the results were Rac1 GTP hydrolysis 10%, KOR beta-arrestin-1 9%, HIV peptide binding 0.9%, NOD1 inhibition -4%, GPR55 antagonists -6%, GPR55 beta-arrestin 0.9%, Large T inhibition 12%, HEK293 NOD2/NF-kB 19% and KOR beta-arrestin-2 -4.6%.
`COc1ccc(-c2[nH]c(-c3ccc(SC)cc3)nc2SCC(=O)Nc2nccs2)cc1` gave Rac1 GTP hydrolysis 16%, KOR beta-arrestin-1 -33%, HIV peptide binding -7.9%, NOD1 inhibition -40%, GPR55 antagonists 38%, GPR55 beta-arrestin 0.2%, Large T inhibition 12%, HEK293 NOD2/NF-kB -11% and KOR beta-arrestin-2 2.2%.
For CC(C)c1nc(SCC(=O)N2CCOCC2)c2c(=O)n(C)c(=O)n(C)c2n1 the results were Rac1 GTP hydrolysis 15%, KOR beta-arrestin-1 24%, HIV peptide binding -1.7%, NOD1 inhibition -12%, GPR55 antagonists 8%, GPR55 beta-arrestin -0.2%, Large T inhibition 3%, HEK293 NOD2/NF-kB 2% and KOR beta-arrestin-2 0.4%.
`O=C(O)CCC(=O)N1CCC(C(=O)c2cccc(Cl)c2)CC1` gave Rac1 GTP hydrolysis 2%, KOR beta-arrestin-1 -2%, HIV peptide binding -1.0%, NOD1 inhibition 7%, GPR55 antagonists 2%, GPR55 beta-arrestin 0.0%, Large T inhibition 23%, HEK293 NOD2/NF-kB 10% and KOR beta-arrestin-2 -6.4%.
Screening Cc1ccc(NC(=O)CN(C)S(=O)(=O)c2ccc3c(c2)n(C)c(=O)c(=O)n3C)cc1 returned Rac1 GTP hydrolysis 7%, KOR beta-arrestin-1 -22%, HIV peptide binding -0.1%, NOD1 inhibition -4%, GPR55 antagonists -13%, GPR55 beta-arrestin -0.1%, Large T inhibition 11%, HEK293 NOD2/NF-kB 18% and KOR beta-arrestin-2 3.6%.
For COc1cc2cc(CN(CCc3cccc(C)c3)C(=S)NCCCN(C)C)c(=O)[nH]c2cc1OC the results were Rac1 GTP hydrolysis 15%, KOR beta-arrestin-1 5%, HIV peptide binding 0.9%, NOD1 inhibition -36%, GPR55 antagonists 3%, GPR55 beta-arrestin -0.3%, Large T inhibition 12%, HEK293 NOD2/NF-kB 8% and KOR beta-arrestin-2 3.2%.
COc1ccc(OC)c(C2C(C#N)=C(N)N(N(C)C)C3=C2C(=O)CC(C)(C)C3)c1 (configuration not stated) was read as Rac1 GTP hydrolysis 11%, KOR beta-arrestin-1 21%, HIV peptide binding -0.6%, NOD1 inhibition -21%, GPR55 antagonists -2%, GPR55 beta-arrestin -0.1%, Large T inhibition 20%, HEK293 NOD2/NF-kB -8% and KOR beta-arrestin-2 -3.4%.
Screening Cn1c(SCC(=O)OCC(=O)c2ccccc2)nnc1-c1cccs1 returned Rac1 GTP hydrolysis 5%, KOR beta-arrestin-1 -14%, HIV peptide binding -1.8%, NOD1 inhibition -11%, GPR55 antagonists 10%, GPR55 beta-arrestin -0.1%, Large T inhibition 2%, HEK293 NOD2/NF-kB 8% and KOR beta-arrestin-2 -4.0%.
Cc1cccc(-c2noc(-c3ccc4c(c3)OCO4)n2)c1 was read as Rac1 GTP hydrolysis -3%, KOR beta-arrestin-1 -2%[20 µM], HIV peptide binding -0.6%, NOD1 inhibition -28%, GPR55 antagonists 4%, GPR55 beta-arrestin 0.0%, Large T inhibition -6% and HEK293 NOD2/NF-kB -244%.
CCC1=NN(C(=O)c2ccc([N+](=O)[O-])cc2)C(O)(c2ccccc2)C1 (configuration not stated) was read as Rac1 GTP hydrolysis 7%, KOR beta-arrestin-1 24%[20 µM], HIV peptide binding -2.0%, NOD1 inhibition 8%, GPR55 antagonists 6%, GPR55 beta-arrestin 0.3%, Large T inhibition 8%, HEK293 NOD2/NF-kB 6% and KOR beta-arrestin-2 -11%.
COc1ccc(Nc2nnc(-c3ccc(O)cc3)c3ccccc23)cc1C(N)=O was read as Rac1 GTP hydrolysis 20%, KOR beta-arrestin-1 -20%, HIV peptide binding -2.0%, NOD1 inhibition -28%, GPR55 antagonists -6%, GPR55 beta-arrestin -0.1%, Large T inhibition 26%, HEK293 NOD2/NF-kB 13% and KOR beta-arrestin-2 -2.6%.
`COc1ccc(Nc2nc(N)c(C(=O)c3ccc(F)cc3)s2)cc1` gave Rac1 GTP hydrolysis 9%, KOR beta-arrestin-1 -118%, HIV peptide binding -1.7%, NOD1 inhibition 2%, GPR55 antagonists -20%, GPR55 beta-arrestin -0.1%, Large T inhibition 13%, HEK293 NOD2/NF-kB -22% and KOR beta-arrestin-2 8.4%.

Structural class: the compounds so far containing bromine.
`CC(=O)N1CCc2cc(Br)cc(S(=O)(=O)NCc3ccccn3)c21` gave Rac1 GTP hydrolysis 4%, KOR beta-arrestin-1 31%, HIV peptide binding -1.7%, NOD1 inhibition 6%, GPR55 antagonists 53%, GPR55 beta-arrestin -0.1%, Large T inhibition -2%, HEK293 NOD2/NF-kB 3% and KOR beta-arrestin-2 -6.3%.
Screening Cc1cc(C)nc(SC2CC(=O)N(c3ccc(Br)cc3)C2=O)n1 (configuration not stated) returned Rac1 GTP hydrolysis 5%, KOR beta-arrestin-1 6%, HIV peptide binding -0.7%, NOD1 inhibition -5%, GPR55 antagonists -11%, GPR55 beta-arrestin -0.2%, Large T inhibition 5%, HEK293 NOD2/NF-kB -1% and KOR beta-arrestin-2 -4.2%.

From PubChem BioAssay
